Screening data from PubChem BioAssay.
Diaph inh CS = diaphorase inhibitors and chemical oxidizers, primary screen, counter-screen for diaphorase-coupled primary assays, biochemical, uHTS, resorufin fluorescence. diaphorase resazurin-to-resorufin fluorescence, NADH, 16 min; bacterial (C. kluyveri) enzyme, not human. inhibition, % at 20 µM. hit rate 0.69% among 190,000;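 active means primary screen inhibition at 20 µM above a set limit, cut at about 50% in these data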;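 further: plate controls were DMSO with full reaction for no effect and wells lacking NADH for full effect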
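Detection: fluorescence of resorufin formed from resazurin, Ex 544/Em 590 nm; test system: Clostridium kluyveri diaphorase enzyme; amount: 0.14 U/mL diaphorase, enzyme working solution; times: 16-min room-temperature incubation before reading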
STAT3 blocker = IL-6 driven STAT3 reporter inhibitors, primary screen, U3A cells, luciferase, luminescence, MLSCN library; inhibition, % at 5.5 µM; hit rate 0.89% among 190,000; IL-6 STAT3-luciferase reporter; host cell line lacks STAT1;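 active means inhibition above the mean inhibition across all screened compounds plus 3 SD, cut at about 44% in these data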;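 further: 0% = DMSO only wells and 100% = 100 µM nifuroxazide control wells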
STAT3 act = IL-6 driven STAT3 reporter potentiators, primary screen, U3A cells, luciferase, luminescence, MLSCN library; activation (% of control), % at 5.6 µM; AID 871, 2007; IL-6 STAT3-luciferase reporter; 100% = signal with IL-6 EC80 alone; hit rate 0.91% among 190,000;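 active means activation above the screen-wide mean of compound activation plus 3 SD, cut at about 130% in these data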;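 further: 0% = background luminescence of wells with medium and substrate only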
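Detection: reporter luminescence signal / Assay system: STAT1-lacking human U3A cells, STAT3 luciferase reporter / Incubation: compound pre-incubation 1 h before IL-6, then 6 h stimulation at 37 °C / Control set: IL-6-only high control / Read-out: % activation relative to IL-6 control / Probe or stimulus: Interleukin-6, 33 ng/mL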
Hsp70 act = Hsp70 transcriptional activators, primary screen, cell-based, HeLa, Hsp70 promoter luciferase, luminescence, 10 µM; activation, % at 10 µM; HeLa Hsp70 promoter luciferase reporter; scaled: vehicle 0, proteasome-inhibitor control 100%; hit rate 0.04% among 200,000;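 active means activation above the mean across all tested compounds plus 3 SD, cutoff set per campaign, cut at about 5.5% in these data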;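 further: 100% = MG132 at 30 µM as the positive control and 0% = DMSO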
TLR4 MyD88 comp = inhibitors of TLR4-MyD88 association in cells, primary screen, cell-based, HeLa CL3-4, BLA complementation, FRET ratio | Toll-like receptor 4 (Homo sapiens) + Myeloid differentiation primary response protein … | HeLa CL3-4 TLR4/MyD88 BLA complementation | inhibition, % at 8.4 µM | hit rate 0.18% among 200,000; in the data active means inhibition above about 25%;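 further: 0% = vehicle and 100% = reference inhibitor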
Target sequence (O00206 whole entry, looked up): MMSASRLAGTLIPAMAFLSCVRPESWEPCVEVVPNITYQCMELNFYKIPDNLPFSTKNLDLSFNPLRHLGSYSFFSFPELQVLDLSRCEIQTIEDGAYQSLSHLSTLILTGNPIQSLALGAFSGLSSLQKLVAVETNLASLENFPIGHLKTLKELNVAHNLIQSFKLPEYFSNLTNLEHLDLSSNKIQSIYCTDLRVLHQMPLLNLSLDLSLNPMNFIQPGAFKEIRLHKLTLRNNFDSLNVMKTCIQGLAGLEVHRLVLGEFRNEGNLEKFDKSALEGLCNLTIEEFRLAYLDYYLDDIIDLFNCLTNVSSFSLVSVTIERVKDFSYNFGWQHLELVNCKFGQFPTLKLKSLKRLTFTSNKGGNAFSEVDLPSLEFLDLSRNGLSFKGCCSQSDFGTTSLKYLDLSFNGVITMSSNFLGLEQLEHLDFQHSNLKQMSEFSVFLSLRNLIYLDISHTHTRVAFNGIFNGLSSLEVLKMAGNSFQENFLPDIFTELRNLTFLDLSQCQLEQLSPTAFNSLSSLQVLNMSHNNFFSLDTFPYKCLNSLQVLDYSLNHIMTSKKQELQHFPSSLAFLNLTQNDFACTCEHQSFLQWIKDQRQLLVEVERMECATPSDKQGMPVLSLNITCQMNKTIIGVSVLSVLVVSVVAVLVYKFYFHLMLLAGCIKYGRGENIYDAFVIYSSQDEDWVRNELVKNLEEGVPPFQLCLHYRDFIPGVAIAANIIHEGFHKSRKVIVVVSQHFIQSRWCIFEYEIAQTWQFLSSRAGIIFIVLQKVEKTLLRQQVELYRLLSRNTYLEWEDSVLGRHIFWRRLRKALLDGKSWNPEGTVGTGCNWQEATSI
Target sequence (Q99836 whole entry, looked up): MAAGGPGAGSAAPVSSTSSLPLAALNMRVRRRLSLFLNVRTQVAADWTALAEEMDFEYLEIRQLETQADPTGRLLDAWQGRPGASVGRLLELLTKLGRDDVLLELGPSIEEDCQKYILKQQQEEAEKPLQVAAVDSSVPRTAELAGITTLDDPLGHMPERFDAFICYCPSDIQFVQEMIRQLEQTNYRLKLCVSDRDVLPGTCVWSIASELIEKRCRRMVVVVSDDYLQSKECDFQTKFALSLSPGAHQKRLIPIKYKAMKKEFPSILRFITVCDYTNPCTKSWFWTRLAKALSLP
APP 5UTR inh = inhibitors of APP translation via 5'UTR reporter, primary screen, APP 5'UTR luciferase, SH-SY5Y cells; hit rate 0.82% among 190,000; inhibition, % at 2 µM; SH-SY5Y APP 5'UTR-luciferase reporter, luminescence;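 active means inhibition above a set limit, derived from the sample mean plus 3 SD, cut at about 45% in these data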; further: values of inactives mirror those of a sister screen read the other way
STAT1 activator = STAT1 signaling activators, primary screen, cell-based, HTS, luciferase reporter; NIH 3T3 STAT1-luciferase reporter, IFN-gamma, luminescence; 100% = IFN-gamma alone, no compound; hit rate 2.6% among 200,000; activation (% of control), % at 5.5 µM; AID 932, 2007;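 active means activation above the screen-wide mean activation plus 3 SD, cut at about 130% in these data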;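 further: raw ratio to IFN-gamma control signal so 100% means no change and 0% no light; values of inactives mirror those of a sister screen read the other way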
G6PDH counter = L. mesenteroides G6PDH inhibitors, counter-screen for G6PDH-coupled screening assays, biochemical, Leuconostoc mesenteroides enzyme | glucose-6-phosphate dehydrogenase [Leuconostoc mesenteroides] | Purified L. mesenteroides G6PDH, diaphorase/resazurin coupled fluorescence, 45 min | inhibition, % at 5 µM | hit rate 0.12% among 200,000; in the data active means inhibition above about 50%
Diaph act CS = compounds boosting diaphorase resazurin reduction – biochemical, uHTS, resorufin fluorescence, counter-screen for diaphorase-coupled primary assays, primary screen | Diaphorase/resazurin coupled assay, 16 min; active compounds read high; 1 = vehicle wells, 0 = NADH-free wells | activation factor at 20 µM | hit rate 0.005% among 190,000 | AID 1229, 2008;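 active means diaphorase activity raised at least twofold by the compound at 20 µM; inactive means activation factor below 2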
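Measured by – red resorufin fluorescence at 544/590 nm excitation/emission · Test system – Clostridium kluyveri diaphorase, purified enzyme · Incubation – reaction time 16 min, room temperature · Buffer or medium – 50 mM HEPES pH 7.4 with 4.542 mM MgCl2, 0.005% Tween 20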
STAT1 inh = STAT1 signaling inhibitors, primary screen, cell-based, HTS, luciferase reporter; NIH 3T3 STAT1-luciferase reporter, IFN-gamma, luminescence; inhibition, % at 5.5 µM; hit rate 0.35% among 200,000; AID 920, 2007;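 active means inhibition above a set limit, the mean inhibition across all tested compounds plus 3 SD, cut at about 34% in these data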;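 further: 0% = IFN-gamma with DMSO and 100% = IFN-gamma with 300 µM nifuroxazide; values of inactives mirror those of a sister screen read the other way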
* hit, by the source's call; · = not tested or not shown.

nr	Molecule	Diaph inh CS	STAT3 blocker	STAT3 act	Hsp70 act	TLR4 MyD88 comp	APP 5UTR inh	STAT1 activator	G6PDH counter	Diaph act CS	STAT1 inh
1	O=C(NC(=S)NNS(=O)(=O)c1ccccc1)c1ccc([N+](=O)[O-])cc1	26	-7	104	-0.4	-2	2	109	-10	0.7	-10
2	Nc1cccc(NC(=O)c2cccs2)c1	9	-21	121	0.9	-1	-8	104	-3	0.9	-4
3	COC(=O)C1=CN(CC2CCCO2)C=C(C(=O)OC)C1c1ccsc1 (centres undefined)	13	13	94	-0.2	-7	-23	95	8	0.9	7
4	O=C(CSc1nnc(Cc2ccccc2)o1)c1cc(F)ccc1F	7	12	96	-0.1	7	12	104	1	0.9	-4
5	COc1nc(OCC#N)nc(N2CCCCC2)n1	2	-11	111	-0.3	-2	-8	99	2	1	0
6	CCOC(=O)c1[nH]c(C)c(C(=O)OCC(=O)N2c3ccccc3CC2C)c1C (centres undefined)	9	0	102	-0.4	1	7	97	8	0.9	3
7	COC(=O)C1C(=O)NC(SC)=C(C#N)C1c1ccccc1 (centres undefined)	6	10	102	-0.2	1	-11	95	8	0.9	6
8	COc1ccc(Cl)c(S(=O)(=O)N2CCCC2)c1	-2	7	97	-0.2	11	0	95	16	1	2
9	CSc1ccc(OC2CCN(Cc3ccccc3)CC2)cc1	14	7	95	0.0	-2	-17	104	0	0.9	-4
10	CCN(/C=N/c1sc2c(c1C#N)CCCCC2)CC	14	-20	121	0.1	-7	-117	158*	4	0.9	-63
11	COC(=O)c1cc(Br)c(=O)n(-c2cccc(F)c2)c1	-1	2	102	-0.1	3	-7	100	3	1	0
12	O=c1c(O)c(-c2ccc3c(c2)OCO3)oc2ccccc12	9	18	88	-0.1	11	-30	98	3	0.9	2
13	COc1cccc(-c2nc(CS(=O)(=O)CC(=O)NCCCN3CCc4ccccc4C3)c(C)o2)c1	5	-7	111	0.0	4	16	103	0	1	-3
14	CCCCNc1nc(N(C)c2ccccc2)nc(-n2ccnc2)n1	23	3	100	-0.1	-9	-4	103	-1	0.8	-3
15	Cc1c(C(=O)Nc2cc(S(=O)(=O)N3CCOCC3)ccc2N2CCOCC2)oc2ccccc12	26	-2	102	-0.4	-4	15	106	5	0.7	-6
16	Cc1cc(NC(=O)c2ccc(COc3ccccc3Cl)o2)no1	1	-1	109	-0.1	-12	-17	103	5	1	-6
17	COc1ccc(CN2CCN(C(=O)C3CCC(CNS(=O)(=O)c4ccccc4)CC3)CC2)c(OC)c1OC (centres undefined)	3	29	79	-0.2	-10	6	83	-2	1	20
18	O=C1c2[nH]nc(-c3ccccc3O)c2C(c2ccc(F)cc2)N1CC1CCCO1 (centres undefined)	12	4	101	-0.2	4	-6	90	2	0.9	11
19	CCOC(=O)c1c(-c2ccc(F)cc2)csc1NC(=O)CN1C(=O)NC2(CCCCC2C)C1=O (centres undefined)	16	-10	107	0.3	-10	-4	104	1	0.8	-4
20	O=C(CSc1ccccn1)N1CCN(c2cccc(Cl)c2)CC1	0	10	92	-0.3	-5	·	97	12	1	3
21	O=C(Cc1cccc(C(F)(F)F)c1)NCc1cccc(Cl)c1	2	-1	97	-0.6	-13	-7	95	2	1	6
22	CC(C)NS(=O)(=O)c1ccc(OCC(=O)Nc2ccc3c(c2)OCO3)c(Cl)c1	15	-2	104	-0.3	-2	-2	95	-32	0.9	5
23	CC(C)(C)N(NC(=O)Nc1ccc(F)cc1)C(=O)c1ccccc1	9	9	93	-0.2	8	-8	98	2	0.9	2
24	CC(=O)Nc1ccc(C(=O)OCC(=O)/C(C#N)=C(\C)N)cc1	-6	-4	104	-0.2	-12	7	97	6	1.1	3
25	COc1ccc(Nc2ccncc2[N+](=O)[O-])cc1	10	12	97	-0.3	-14	-18	95	2	0.9	3
26	COc1ccc(Cc2nc(-c3ccc(Br)cc3)no2)cc1	19	-2	105	0.4	16	-10	103	-9	0.8	-2
27	COc1cc2c(cc1OC)C1(CCCC1)CNC2c1cccc([N+](=O)[O-])c1 (centres undefined)	12	19	92	0.1	-2	7	97	5	0.9	3
28	Cc1c(NC(=O)C(C)OC(=O)c2cccc([N+](=O)[O-])c2)c(=O)n(-c2ccccc2)n1C (centres undefined)	3	8	98	-0.4	-25	23	101	2	1	-3
29	Cc1c(NC(=O)C(C)OC(=O)CNC(=O)c2ccc(C(C)(C)C)cc2)c(=O)n(-c2ccccc2)n1C (centres undefined)	12	-8	110	-0.2	5	12	108	-10	0.9	-9
30	CCCCn1c(SCC(=O)N2CCCC2)nc2c1c(=O)n(C)c(=O)n2C	0	6	101	-0.1	6	-15	103	3	1	-3
31	CCOC(=O)CCCSc1nc(-c2ccc3c(c2)OCO3)cc(C(F)(F)F)c1C#N	-8	-4	104	-0.5	4	-19	101	4	1.1	-1
32	COc1cccc(C2=NN(S(C)(=O)=O)C(c3cccs3)C2)c1 (centres undefined)	2	2	104	0.6	5	-13	108	4	1	-11
33	Cc1cc(C)nc(SCc2nnc(SCC(N)=O)o2)n1	16	1	100	-0.1	-8	-18	102	10	0.8	-3
34	COc1ccc(NC2c3ncccc3C(=O)N2Cc2cccs2)cc1 (centres undefined)	-13	14	94	-0.3	-6	-12	102	8	1.1	-4
35	COc1cccc(C(c2nnnn2CC2CCCO2)N2CCN(C(=O)c3ccco3)CC2)c1OC (centres undefined)	-17	1	106	0.2	-3	-22	102	5	1.2	-4
36	Cc1[nH]nc2ncc(C(=O)c3ccccc3O)cc12	8	-7	108	-0.3	-3	20	93	4	0.9	8
37	FC(F)(F)c1cccc(OCCOCCn2cncn2)c1	10	-5	106	-0.4	-1	3	108	-5	0.9	-8
38	O=C(N/N=C/c1ccccc1O)C(=O)Nc1ccccn1	-1	6	96	-0.3	1	0	115	9	1	-17
39	Cc1cccc(C(C)C)c1NC(=O)c1cccnc1	15	-4	107	-0.3	1	6	112	-2	0.9	-11
40	Cc1c(NC(=O)CN2C(=O)c3ccccc3C2=O)c(=O)n(-c2ccccc2)n1C	12	5	99	-0.2	10	-4	101	17	0.9	-1

Some entries already given, limited to G6PDH counter and Diaph act CS.
item	smiles	G6PDH counter	Diaph act CS
34	COc1ccc(NC2c3ncccc3C(=O)N2Cc2cccs2)cc1 (centres undefined)	8	1.1
35	COc1cccc(C(c2nnnn2CC2CCCO2)N2CCN(C(=O)c3ccco3)CC2)c1OC (centres undefined)	5	1.2
36	Cc1[nH]nc2ncc(C(=O)c3ccccc3O)cc12	4	0.9
37	FC(F)(F)c1cccc(OCCOCCn2cncn2)c1	-5	0.9

Remaining list, next part.
nr	Molecule	Diaph inh CS	STAT3 blocker	STAT3 act	Hsp70 act	TLR4 MyD88 comp	APP 5UTR inh	STAT1 activator	G6PDH counter	Diaph act CS	STAT1 inh
41	CC(C)c1ccc(Nc2nnc(SC3CCOC3=O)s2)cc1 (centres undefined)	9	-5	106	-0.3	2	6	104	-1	0.9	-5
42	CC(=O)Nc1ccc(OCC(=O)NC(C)C(C)C)cc1 (centres undefined)	12	17	88	0.2	-5	-22	96	4	0.9	4
43	CCOC(=O)CC1COc2ccccc2N1C(=O)c1ccc(F)cc1 (centres undefined)	12	-2	103	0.0	0	15	100	-1	0.9	0
44	Cc1onc(-c2ccccc2)c1C(=O)N(Cc1ccco1)Cc1cccs1	-2	12	94	-0.2	-12	-11	97	-4	1	1
45	Cc1cc(C)n2nc(-c3ccc(F)cc3)nc2n1	6	-14	112	0.5	7	-4	126	10	0.9	-29
46	CN1CCCC(C(=O)C(C#N)c2ccccc2)C1 (centres undefined)	10	-4	105	-0.1	-2	4	101	2	0.9	-1
47	COc1ccc(C(=O)NC(=S)NC(C)(C)C)cc1Br	30	10	101	-0.2	-13	-31	110	1	0.7	-11
48	CC(C)OCC(O)CN1CCNCC1 (centres undefined)	6	4	98	-0.1	-3	-9	98	5	0.9	2
49	CC(C)CC(=O)NC(=S)Nc1ccc(S(=O)(=O)Nc2nccs2)cc1	15	5	94	-0.1	-21	-14	103	8	0.9	-3
50	COCC(=O)N/N=C/c1ccc(Sc2nc3ccccc3s2)o1	13	-1	107	-0.2	-5	6	106	2	0.9	-6
51	O=C(CSc1ncnc2c1oc1ccccc12)Nc1cccc(Cl)c1	4	-18	116	-0.1	3	-3	98	-2	1	2
52	O=C1CCC(C(=O)N2CCCC(C(=O)c3ccc4c5c(cccc35)CC4)C2)=NN1 (centres undefined)	4	4	102	-0.4	16	-3	96	4	1	4
53	O=C(N/N=C/c1cccs1)c1cncc(Br)c1	-1	10	95	-0.3	-7	-6	105	9	1	-5
54	CCOC(=O)C1CCN(c2c(NCc3ccc(C(=O)NCCOC)cc3)c(=O)c2=O)CC1	7	0	101	-0.3	3	12	96	1	0.9	4
55	CCC(CC)C(=O)N1CCN(Cc2ccc3c(c2)OCO3)CC1	12	8	98	-0.1	-4	6	98	0	0.9	2
56	O=c1c2ccccc2[nH]c(=S)n1-c1cccc(S(=O)(=O)N2CCCC2)c1	16	8	98	-0.4	-7	-11	103	-6	0.8	-3
57	CCN(CC)C(=O)CSc1nnc(-c2ccncc2)n1N	-5	-2	104	-0.4	-2	9	95	-2	1	5
58	COc1cccc(C(C(=O)NC(C)(C)C)N(CC(C)C)C(=O)CCC(=O)Nc2cc(C)on2)c1OC (centres undefined)	22	7	99	0.7	-5	3	103	32	0.8	-4
59	O=C(Nc1nccs1)c1ccc(Cl)c(S(=O)(=O)N2CCOCC2)c1	13	11	95	-0.1	-9	0	100	4	0.9	0
60	CN(CCNC(=O)c1ccc(/C=N/O)nc1)Cc1ccccc1	4	-2	98	-0.4	-3	-5	101	-7	1	-1
61	CCOC(=O)C(C(=O)Nc1ccccn1)C1CCCCC1 (centres undefined)	5	5	96	-0.6	8	-8	95	-7	0.9	6
